Screens (PubChem BioAssay)
HIF activator: HIF pathway transcriptional activation. U2OS HRE-luciferase reporter, luminescence; normalized: DMSO 0%, desferrioxamine 100%. activation, % at 7.5 µM (by protocol). hit rate 0.32% among 300,000. AID 1910;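 active = mean activation of at least 10% of the iron chelator positive control signal, with at least half of replicates also reaching 10%; inconclusive = mean and replicate majority disagree about reaching 10%; inactive = mean and most replicates under 10%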
HSF1 inhib: HSF1 inhibition. NIH3T3-HGL HSE-luciferase, MG132-induced, luminescence 8 h; hits give low values. activity change, negative = inhibition, % at 7.5 µM (by protocol). hit rate 0.77% among 300,000. AID 2098;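 active = more than half of replicate wells show activity change below -50%, luminescence cut by over half; inconclusive = some wells, but at most half, below -50%; inactive = no replicate well below -50%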;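 also: luciferase reports HSF-1 transcriptional activity via heat shock element; 0% = median of DMSO wells and -100% = zero luminescence signal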
Platelet DG rel: modulates dense granule release in human platelets; human platelet-rich plasma, SFLLRN dense granule ATP release, luminescence; inhibition, %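 (compounds screened at 7.5 µM in platelet-rich plasma)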; hit rate 0.22% among 300,000; AID 1663;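 active = mean replicate score, as percent of positive control, at or above 50; inconclusive = mean below 50 but at least one replicate at or above 50; inactive = mean and every replicate below 50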
AI-2 QS mod: modulators of Vibrio harveyi AI-2 quorum sensing system; Vibrio harveyi JMH597 AI-2 luminescence/OD600 ratio, 9 h; hits give low values; strain lacks LuxN and CqsS sensors; 0 = neutral-control median; activity change, % at 7.5 µM; hit rate 0.4% among 300,000; AID 2094; in the data active = activity change below about -75%, passing the limit was not always enough; inconclusive = no clear call, values can overlap the other calls;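 also: luminescence divided by OD600 gain over 9 h not by final OD600 alone; inactives centre near 13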
HDAC3 inh: human HDAC3 inhibition. recombinant HDAC3, fluorogenic peptide/trypsin coupled, fluorescence. inhibition, % at 8.3 µM. hit rate 0.15% among 320,000. O15379. AID 2718; in the data active = inhibition above about 26%, passing the limit was not always enough; inconclusive = no clear call, values can overlap the other calls
Target sequence (O15379 whole entry, looked up): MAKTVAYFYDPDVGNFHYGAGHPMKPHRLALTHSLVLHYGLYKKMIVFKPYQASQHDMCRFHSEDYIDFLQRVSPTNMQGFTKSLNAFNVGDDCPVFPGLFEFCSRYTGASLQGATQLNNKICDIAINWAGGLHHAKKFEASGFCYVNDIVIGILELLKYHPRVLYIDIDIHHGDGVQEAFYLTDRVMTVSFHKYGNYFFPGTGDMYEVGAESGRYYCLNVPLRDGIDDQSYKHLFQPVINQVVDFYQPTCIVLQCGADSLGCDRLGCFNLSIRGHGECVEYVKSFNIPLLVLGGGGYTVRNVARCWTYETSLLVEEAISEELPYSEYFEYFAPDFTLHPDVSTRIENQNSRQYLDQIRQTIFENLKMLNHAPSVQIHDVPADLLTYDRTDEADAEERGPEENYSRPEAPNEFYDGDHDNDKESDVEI
KLF5 inh: suppresses KLF5 promoter-driven expression; DLD-1 KLF5 promoter-luciferase reporter, luminescence; inhibition, % at 5 µM; hit rate 0.23% among 290,000;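 active = inhibition above a per-plate limit of that plate's mean compound inhibition plus 3 SD, cut at about 60% in these data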;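 also: 0% = DMSO wells and 100% = LY294002 at 200 µM; higher means less KLF5 promoter-driven luciferase light; inactives centre near -14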
IEC-6 tox: counter-screen for KLF5 inhibitors: cytotoxicity in IEC-6 cells | hit rate 0.78% among 290,000 | inhibition, % at 5 µM | AID 1825 | IEC-6 cytotoxicity, luminescence viability; in the data active = inhibition above about 22%;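 also: 0% = plate median of test compound wells and 100% = cytotoxic reference compound wells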
HSP90 refold inh: HSP90 refolding inhibition in rabbit reticulocyte lysate. luciferase refolding luminescence, 3 h. inhibition, % at 5.6 µM. hit rate 0.91% among 290,000;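 active = inhibition above the screen-wide mean plus 3 SD, computed separately per campaign, cut at about 16% in these data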;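 also: 0% = DMSO wells and 100% = 60 µM geldanamycin wells; inhibitors lower the luminescence because luciferase stays unfolded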
aSyn 5UTR inh: 5' untranslated region of α-synuclein, MLPCN primary screen | inhibition, % (tested at 7.5 µM) | hit rate 0.82% among 300,000 | alpha-synuclein 5'UTR reporter, inhibitor activity | AID 1813; in the data active = inhibition above about 60%; inconclusive = no clear call, values can overlap the other calls;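 also: H4 neuroglioblastoma cells stably carrying SNCA 5'UTR luciferase fusion; 0% = DMSO wells and 100% = positive control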
HSF1 activator: increases HSF-1 driven luciferase reporter signal. hit rate 1.7% among 300,000. NIH3T3-HGL HSF-1 luciferase reporter, MG132, 8 h; 100% = twice DMSO control signal. activation, % at 9 µM;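 active = mean replicate activation of at least 50% with a set share of replicates each reaching 50%; inconclusive = only one of those two conditions met; inactive = mean below 50% and too few replicates reaching it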;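 also: 0% = median of the neutral control wells and 100% = twice that signal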
An asterisk follows results filed as active; ? = inconclusive; / = no result given.

The line under a structure holds: HIF activator	HSF1 inhib	Platelet DG rel	AI-2 QS mod	HDAC3 inh	KLF5 inh	IEC-6 tox	HSP90 refold inh	aSyn 5UTR inh	HSF1 activator
(1) CC1N(O)C(C)(C)C(c2ccccc2)=[N+]1[O-] (stereo not drawn)
    -0.4	1	-2	11	-3	-14	-2	0	8	5
(2) Cc1nnc2ccc(-c3cccc(NC(=O)Cc4cccs4)c3)nn12
    -0.1	0	-5	18	-2	-19	4	1	11	-12
(3) COc1ccc2oc(C(=O)N3CCc4ccccc43)c(C)c2c1
    -2.0	?	26	40	-4	30	5	23*	21	-59
(4) COc1ccc(C(=O)c2c3ccc([N+](=O)[O-])cc3[n+]([O-])n2CCCN)cc1
    1.5	13	0	19	8	/	/	/	63*	12
(5) CCOC(=O)c1cnn(-c2ccc([N+](=O)[O-])cc2)c1N
    0.6	-3	0	17	-2	-27	-4	2	-55	6
(6) c1ccc(-c2nnc(N3CCN(c4ccccn4)CC3)c3ccccc23)cc1
    -0.3	-1	1	14	9	5	3	-3	22	-15
(7) C#CCn1c(CCNC(=O)c2ccco2)nc2ccccc21
    0.4	-3	-1	12	0	6	-1	-2	22	2
(8) COc1cccc(CC2(CO)CCCN(Cc3cc(F)ccc3-n3cccn3)C2)c1 (stereo not drawn)
    0.5	-17	6	23	8	-15	7	1	15	-5
(9) OCC1(CC2CCCCO2)CCN(C/C=C/c2ccccc2)CC1 (stereo not drawn)
    -0.1	5	1	17	2	-32	8	5	18	7
(10) O=C(Cc1ccc(F)cc1)Nc1nccs1
    0.2	4	6	0	0	-11	1	-2	3	-1
(11) C[n+]1cnc(-c2ccccc2)cc1-c1ccccc1
    -0.1	0	20	11	6	-28	3	1	1	-2
(12) COc1ccc2nc(Nc3nc(CSc4ccc(C)cc4)cc(=O)[nH]3)nc(C)c2c1
    -0.6	2	-3	23	2	-5	-3	-2	-18	-1
(13) COc1ccc(OC)c(C2Nc3c(Cl)ccc(C(=O)O)c3C3C=CCC32)c1 (stereo not drawn)
    -0.2	-7	-7	21	1	7	-2	0	-12	-15
(14) C/C(=N\NC(=O)c1cccs1)c1ccc2ccccc2c1
    4.8	3	6	34	-1	-95	20	-3	-92	38
(15) O=C(Cc1ccc(Br)cc1)NCCc1ccc(F)cc1
    -2.3	6	0	16	1	-18	2	-4	-4	13
(16) Cn1nnnc1SCCNCC#Cc1ccccc1
    0.4	3	1	-2	6	-12	3	-1	15	-6
(17) COc1cccc2cc(C(=O)N3CCN(c4ccc(C)cc4C)CC3)c(=O)oc12
    0.4	-11	-3	25	9	-6	2	2	23	-23
(18) CC(C)(C)C(=O)OCCNc1nc(-c2ccccc2)nc2ccccc12
    0.0	3	-23	44	5	-5	-4	2	13	-13
(19) CC(C)n1nc(C(=O)OCC(=O)c2c[nH]c3ccccc23)c2ccccc2c1=O
    -0.1	2	-4	12	16	-18	0	-4	-23	9
(20) CC1(C)NC(=O)N(CC(O)COC2CCCCC2)C1=O (stereo not drawn)
    -23	-8	5	26	-1	-11	4	2	-10	7
(21) CCOC(=O)N1C/C(=C\c2ccccc2)C(=O)/C(=C/c2ccccc2)C1
    3.3	29	-4	10	/	5	5	5	26	44
(22) c1cnc2c(c1)ncc1cscc12
    0.0	-5	-4	-10	-3	-12	7	1	6	-11
(23) CCOc1ccccc1N1CC(C(=O)NCCOc2ccccc2OC)CC1=O (stereo not drawn)
    -6.5	4	8	17	-3	2	4	-5	9	-4
(24) Cc1ccccc1-c1cc(C(=O)n2cccn2)c2cc(Cl)ccc2n1
    1.3	-2	6	18	0	-12	14	1	12	10
(25) COC(=O)CCC(=O)NN1C(=O)c2ccccc2C1=O
    -0.5	2	6	23	-5	-7	4	-1	-37	24
(26) Cc1ccc(S(=O)(=O)N/N=C/C(C)(C)CO)cc1
    0.2	-7	-3	14	-5	-24	-2	0	-19	15
(27) CC(C)(O)CNC(=O)Nc1ccc(Cl)c(Cl)c1
    0.2	-1	-2	21	-4	-16	5	-3	-13	0
(28) CN(C/C(O)=C(\C#N)c1ccccc1)C1CCCCC1
    0.6	-11	1	24	0	-18	3	4	2	15
(29) COc1ccnc(Oc2ccc(C)cc2)c1C#N
    0.8	7	0	2	-7	-45	3	-2	-81	11
(30) COc1cc(CCC(=O)NCCc2ccc(F)cc2)cc(OC)c1OC
    0.0	5	3	15	-2	6	8	2	-1	1
(31) O=C(O)c1cscn1
    0.1	-1	-8	11	-1	-14	-4	4	-9	37
(32) Cc1cc(C)cc(C(=O)N(C)C2CCCN(Cc3ccccc3F)C2)c1 (stereo not drawn)
    1.6	1	0	4	4	-1	14	0	8	24
(33) NC(=O)CC(NC(=O)Cc1cccc2ccccc12)c1ccc(NCc2ccc(F)c(F)c2)c([N+](=O)[O-])c1 (stereo not drawn)
    -1.1	19	3	13	-6	/	/	/	21	15
(34) O=C(NC(=O)N1CCCCC1)c1ccccc1
    -1.2	-9	6	16	-12	-13	-2	0	-4	6
(35) O=C(COc1ccccc1)NCCn1ccc2ccccc21
    -0.1	1	7	30	3	-29	-4	6	-4	-4
(36) Cn1c(=O)c2c(nc(SCCN3CCOCC3)n2Cc2ccccc2)n(C)c1=O
    -0.3	-4	-7	15	2	-30	-3	-1	19	-4
(37) O=C(CSc1nnnn1-c1ccc2c(c1)OCCO2)Nc1nc2c(s1)CCCC2
    0.2	0	-8	19	1	2	-2	0	-4	0
(38) CC(=O)c1ccc(NC(=S)N2CCN(c3ccccn3)CC2)cc1
    1.1	-5	-2	7	-1	-46	-10	2	-16	11
(39) C#CCn1c2ccccc2c2nc3ccccc3nc21
    0.9	6	-2	-1	-16	-60	5	-1	8	-3
(40) CN(CCCN1CCCCC1)C(=O)c1cc(COc2ccc(F)cc2F)on1
    0.1	-2	6	11	-5	17	8	-1	-3	-11
(41) CC12CN3CCN(CC(C3)/C1=N\N=C1/C3CN4CCN(C3)CC1(C)C4)C2
    0.1	-4	-6	-5	-8	-9	-4	-4	2	3
(42) CC(=O)NNC(=O)c1csc(-c2csc(C)n2)n1
    /	/	/	23	-1	-9	-1	1	/	/
(43) Cc1nc(SCc2ccc(F)cc2)c([N+](=O)[O-])[nH]1
    0.6	10	14	19	9	-37	6	-3	15	17
(44) COc1ccc(CCN2C(=O)CS/C2=N\NC(=O)c2cccs2)cc1OC
    -0.2	-4	3	16	-3	-13	-8	-3	2	-3
(45) CC(C)CN(C(=O)COC(=O)Cc1cccc2ccccc12)c1c(N)n(Cc2ccccc2)c(=O)[nH]c1=O
    -0.4	1	-10	33	-7	/	/	/	5	-4
(46) O=C(N/N=C/c1cccnc1)c1cc(-c2ccccc2OCc2ccccc2)n[nH]1
    0.4	-3	22	-3	9	11	9	5	-5	12
(47) Cc1ccccc1NC(=O)c1ccccc1-c1ccccc1
    1.4	21	4	6	7	-33	0	4	-2	42
(48) COCC(C)Nc1nc(C)c(C(C)=O)s1 (stereo not drawn)
    0.0	2	-1	13	0	3	-5	0	11	-7
(49) Cc1cccc(N2CCN(S(=O)(=O)c3ccc4c(c3)CCN4C(=O)CCC(=O)O)CC2)c1C
    /	/	/	/	-2	20	6	1	/	/
(50) COc1ccc2oc(C(=O)Nc3nc4ccc(S(C)(=O)=O)cc4s3)c(C)c2c1
    -20	2	5	65	-3	/	/	/	-21	3
(51) Cc1ccccc1C(=O)Nc1nnc(CC(=O)N/N=C/c2cn(Cc3ccccc3)c3ccccc23)s1
    -1.2	-3	-4	9	5	-14	3	2	12	0
(52) O=C(CCN1C(=O)/C(=C/c2ccccc2Cl)SC1=S)NC1C=CS(=O)(=O)C1 (stereo not drawn)
    0.5	9	-3	32	-7	-23	-5	1	-71	14
(53) CCCc1nn(C)c2c(=O)[nH]c(-c3cc(S(=O)(=O)N4CCN(C)CC4)ccc3OCC)nc12
    0.0	16	-6	7	-1	-37	-7	-3	-6	26
(54) O=C(CCn1c(=O)[nH]c2ccsc2c1=O)Nc1ccc(F)c(F)c1
    -10	3	2	41	-6	-24	-4	0	16	17
(55) CCOc1ccc(-c2nonc2NC(=O)c2ccco2)cc1OCC
    -0.3	1	-3	20	-5	-11	-1	-3	18	-22
(56) COCCn1c(N)c(N(Cc2ccccc2)C(=O)CN2C(=O)NC(C)(c3ccccc3)C2=O)c(=O)[nH]c1=O (stereo not drawn)
    0.4	-2	-5	7	/	-29	-1	2	-12	-8
(57) Cc1ccccc1-n1cnnc1SCC(=O)Nc1cccnc1Cl
    -0.7	-4	-8	16	1	-12	0	0	-11	11
(58) O=C(NCCCN1CCN(c2ccccc2)CC1)C1CCCN(c2ncnc3c2nc2n3CCCCC2)C1 (stereo not drawn)
    -1.4	-2	-4	12	-7	-10	-4	-6	5	-4
(59) Cc1ccc(C(=O)N/C(=C\c2cccs2)C(=O)N2CCCCCC2)cc1
    0.0	-6	1	-3	-3	-12	-9	-1	-5	-4
(60) Cc1ccc(-c2nnn(CC(=O)N3c4ccccc4CCc4ccccc43)n2)cc1
    -0.5	-2	-3	18	3	-21	-1	2	9	19
(61) Cc1cc(NC(=O)Nc2cccc([N+](=O)[O-])c2)no1
    0.4	-2	-1	11	2	-45	4	-3	-50	13
(62) CCn1cc([N+](=O)[O-])c(C(=O)N2N=C(c3ccc(OC)cc3OC)CC2c2ccccc2O)n1 (stereo not drawn)
    -0.1	4	-11	28	0	-47	-3	-5	26	20
(63) CCc1ccc(NC(=O)CNS(=O)(=O)c2c(C)noc2C)cc1
    -0.2	-7	-3	-13	9	-10	-1	1	-9	22
